High-throughput results as filed in PubChem.
CD40 NFkB inh: CD40 pathway inhibition in BL2 cells; BL2 NF-kB luciferase reporter, CD40L-induced, 4 h; inhibition, % at 10 µM; 83,000 compounds, 0.94% hits; AID 1053188;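 active = mean inhibition of at least 50% with a set share of replicates also reaching that level; inconclusive = no clear call, values can overlap the other calls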;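 also: 0% = neutral control wells and 100% = IKK inhibitor VII at 50 µM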
* hit, by the source's call; ? = inconclusive; & = joins results of further samples; [ ] = another dose, or the depositor's remark.

SMILES	CD40 NFkB inh
C[C@H](CO)N1C[C@H](C)[C@H](CN(C)Cc2ccc(Oc3ccccc3)cc2)Oc2c(NC(=O)Nc3ccc4c(c3)OCO4)cccc2C1=O	-4
O=C(Nc1nnc(C2CCCCC2)s1)C1CC(=O)N(c2ccccc2)C1 (stereo not drawn)	13
CC(=NNc1nc2ccccc2s1)c1ccncn1	63*
C[C@@H]1CN([C@@H](C)CO)C(=O)c2ccccc2-c2ccccc2CO[C@H]1CN(C)C(=O)Nc1ccccc1	-3
C[C@H](NC(=O)C[C@@H]1C[C@@H]2c3cc(NS(=O)(=O)c4ccc(F)cc4)ccc3O[C@@H]2[C@@H](CO)O1)c1ccccc1	16[25 µM]
COc1ccc(NC(=O)N2CCCCN3[C@@H](CO)[C@@H](c4ccc(C#Cc5ccccn5)cc4)[C@@H]3C2)cc1	-8[25 µM]
CC(=O)Nc1nc2[nH]ccc2c(=O)[nH]1	6
Cc1c(CNC(=O)C2CCC(=O)N(CCc3ccccc3)C2)cnn1C (stereo not drawn)	3
C[C@@H]1CCCCO[C@@H](CN(C)S(=O)(=O)c2ccc(Cl)cc2)[C@H](C)CN([C@H](C)CO)C(=O)c2cc(NC(=O)Nc3ccc(C(F)(F)F)cc3)ccc2O1	?
O=C(Cn1cnc2c(cnn2-c2ccccc2)c1=O)N1CCOCC1	4
COc1cc(/C=C2/N=C(c3ccccc3F)OC2=O)cc(Cl)c1OS(C)(=O)=O	-1
COc1ccc(C(=O)NNC(=O)CN(C)S(=O)(=O)c2ccc(Cl)cc2)c(OC)c1OC	5
C[C@@H]1CN([C@H](C)CO)C(=O)c2cc(NC(=O)Nc3ccc4c(c3)OCO4)ccc2O[C@@H]1CN(C)Cc1ccncc1	-4
CS(=O)(=O)N1CC(=O)N2[C@@H](CO)[C@@H](c3ccc(Br)cc3)[C@@H]2C1	6[25 µM]
CC(C)n1nccc1NC(=O)COC(=O)c1ccc(NC(N)=O)cc1	2
COc1cccc(C#Cc2ccc([C@H]3[C@@H](C#N)N(C(=O)C4CC4)[C@@H]3CO)cc2)c1	17
CCNC(=O)C1(C)CCN(Cc2ccccc2C#N)C1 (stereo not drawn)	0
C[C@@H](NC(=O)C[C@H]1CC[C@H]2[C@@H](COC[C@@H](O)CN2Cc2ccc(C(F)(F)F)cc2)O1)c1ccccc1	13[25 µM]
O=C(CN1CCN(Cc2ccc3c(c2)OCO3)CC1)Nc1ccc(F)cc1	-42
COc1ccc2cc(C3=CCCC3(C)C(=O)O)ccc2c1 (stereo not drawn)	-37
CN(Cc1cccs1)C(=O)COC(=O)CNC(N)=O	11
COc1cc(OC)nc(Nc2nc(C(N)c3ccccc3Cl)cs2)n1 (stereo not drawn)	3
CC(C)N1CCc2c(sc(N)c2C#N)C1	5
Cc1noc(C)c1S(=O)(=O)N(C)C[C@@H]1OCCCC[C@H](C)Oc2ccc(NS(=O)(=O)c3cn(C)cn3)cc2C(=O)N([C@@H](C)CO)C[C@H]1C	-15[25 µM]
CCCC#Cc1ccc([C@H]2[C@@H](CO)N(S(C)(=O)=O)[C@H]2C#N)cc1	-5[25 µM]
CCCCn1c(N)c(N(CCOC)C(=O)c2cc(-c3ccc(C)cc3)nc3ccccc23)c(=O)[nH]c1=O	-7
O=C(OCC(=O)N1CCN(C(=O)c2ccco2)CC1)c1ccc(Cl)c(Cl)c1	6
CCN1C(=O)C(C(=O)c2ccccc2)SC1=S (stereo not drawn)	-1
CCCCC(=O)N1CC2(C)CN(C(=O)CCCC)CC(C)(C1)C2=O	4
CNC[C@@H]1OCc2cnnn2CCCC(=O)N([C@@H](C)CO)C[C@H]1C	3[25 µM]
CC1=CC2(O)OCCN(CCO)C2=CC1=O (stereo not drawn)	-19
CCCN(C(=O)c1cc(S(=O)(=O)N(C)c2ccc(OCC)cc2)ccc1C)C1CCS(=O)(=O)C1 (stereo not drawn)	5
C[C@@H]1CN([C@H](C)CO)C(=O)c2ccccc2-c2ccccc2CO[C@H]1CN(C)C(=O)Nc1ccccc1C(F)(F)F	-8[25 µM]
CNC(=S)N(CCc1c(C)[nH]c2ccccc12)Cc1ccco1	18
OCc1cc2ncnc(Nc3ccc(O)c(Br)c3)c2cc1CO	-5[25 µM]
O=C(NC1CCCCC1)N1CC(=O)N2[C@@H](CO)[C@@H](c3ccc(-c4cccnc4)cc3)[C@@H]2C1	-4
O=C(CCNC(=O)c1ccccc1Cl)NC1=NCCS1	6
O=C(c1cccnc1)N1CC(=O)N2[C@H](CO)[C@@H](c3ccc(-c4ccccc4F)cc3)[C@H]2C1	4[25 µM]
CN1CCC(N(C)CC(=O)Nc2cccc(Oc3ccccc3)c2)CC1	-5
CC1CC(C)CN(S(=O)(=O)c2ccc(C(=O)NCCCn3ccnc3)cc2)C1 (stereo not drawn)	11
CN(C)C(CNc1ncnc2sc3c(c12)CCCCC3)c1ccco1 (stereo not drawn)	15
Nc1ccc2ncccc2c1N	-16
Cn1nc(C#N)c(=O)[nH]c1=O	-2
O=C(Nc1ccc(Cl)cc1)c1csc(COCCO)n1	-45
O=c1c(-c2ccccc2)nnc2sc(COc3ccc(Br)cc3)nn12	6
CC(C)(C)c1ccc(S(=O)(=O)NCCOCC(F)(F)C(F)F)cc1	4
COc1ccccc1NS(=O)(=O)c1cccc(C(=O)NCC(c2cccs2)N2CCOCC2)c1 (stereo not drawn)	0
Cc1ccc(C)c(OCCC(=O)N(C)CC(=O)Nc2c(C)cccc2C)c1	4
CC(=O)Nc1ccnc(-c2cccnc2)n1	7
O=C(C[C@H]1CC[C@H]2[C@@H](COC[C@@H](O)CN2Cc2nccs2)O1)NCc1ccccc1Cl	-2[25 µM]
Cc1cc(C(=O)COc2ncnc3sccc23)c(C)n1C	-76
COc1ccc(N2CCN(C(=O)CC34CC5CC(CC(C5)C3)C4)CC2)c([N+](=O)[O-])c1	5
COc1cccc(NC(=O)CN(C)C(=O)c2ccccc2-c2nc3ccccc3s2)c1	12
CC1(C(=O)NS(=O)(=O)c2cccc(C#N)c2)CCN1C(=O)Cc1ccccc1Cl (stereo not drawn)	3
COc1cc(NC(=O)C23CC4CC(C2)CC(n2nnc(C)n2)(C4)C3)c(OC)cc1Cl	-29
COCCNC(=O)c1ccc(-n2c(SCc3ccncc3)nc3ccccc3c2=O)cc1	3
CCOC(=O)CN(c1cc([N+](=O)[O-])ccc1OC)S(C)(=O)=O	4
COc1ccc(CCNC(=O)C2CCC(=O)N(C3CCCCCC3)C2)cc1 (stereo not drawn)	-26
CCCN1C[C@H](C)[C@H](OC)CN(C)C(=O)c2cc(NC(=O)Nc3cccc(OC)c3)ccc2OC[C@H]1C	-1
CCN(CC)CCCNC(=O)c1ccc(S(=O)(=O)Nc2ccc(C)c(C)c2)cc1	11

Ordered by count of non-hydrogen atoms (descending): 4 of the compounds above
SMILES	CD40 NFkB inh
COCCNC(=O)c1ccc(-n2c(SCc3ccncc3)nc3ccccc3c2=O)cc1	3
COc1ccc(N2CCN(C(=O)CC34CC5CC(CC(C5)C3)C4)CC2)c([N+](=O)[O-])c1	5
CC1(C(=O)NS(=O)(=O)c2cccc(C#N)c2)CCN1C(=O)Cc1ccccc1Cl (stereo not drawn)	3
CC(=O)Nc1ccnc(-c2cccnc2)n1	7

Later entries:
SMILES	CD40 NFkB inh
Cc1cc(=O)n2[nH]cc(C(=O)O)c2n1	9
O=C(NCC1CCCO1)c1cc(C(=O)c2ccc(Cl)cc2Cl)c[nH]1 (stereo not drawn)	0
COc1ccc(-c2cc(C(F)F)n3ncc(C(=O)N4CCN(C)CC4)c3n2)cc1	-4
CCOC(=O)c1cc(NC(=O)C2C3CCC(O3)C2C(=O)O)cc(C(=O)OCC)c1 (stereo not drawn)	22
CCCNC(=O)N(C)C[C@@H]1Oc2cc(C#C[C@@H](C)O)ccc2S(=O)(=O)N([C@H](C)CO)C[C@H]1C	1[25 µM]
CCc1ccc(CN2CCC(n3nccc3NC(=O)Cc3ccccc3)CC2)o1	3
CCCS(=O)(=O)NC(=O)C1(C)CCCN(C(=O)c2ccc(C(F)(F)F)nc2C)C1 (stereo not drawn)	2
C/C=C/c1ccc([C@H]2[C@@H](CO)N3CCCCN(C(=O)NC4CCCC4)C[C@H]23)cc1	-6[25 µM]
COc1cc(Cl)ccc1OCc1cc(C(=O)N2C[C@]3(C)C[C@H]2CC(C)(C)C3)no1	-82
CCc1ccc(-c2nc(SCC(=O)N(C)C3CCS(=O)(=O)C3)n[nH]2)cc1 (stereo not drawn)	-31
COc1cccc(NC(=O)C[C@H]2CC[C@H]3[C@H](COc4ccc(NC(=O)C5CCC5)cc4C(=O)N3C)O2)c1	-1
O=C(c1cc(N2CCCCC2)nc2ccccc12)N1CCOCC1	19

Copied from the list.
Entry of COc1cc(Cl)ccc1OCc1cc(C(=O)N2C[C@]3(C)C[C@H]2CC(C)(C)C3)no1 in CD40 NFkB inh: -82
Entry of COc1cccc(NC(=O)C[C@H]2CC[C@H]3[C@H](COc4ccc(NC(=O)C5CCC5)cc4C(=O)N3C)O2)c1 in CD40 NFkB inh: -1
Entry of C/C=C/c1ccc([C@H]2[C@@H](CO)N3CCCCN(C(=O)NC4CCCC4)C[C@H]23)cc1 in CD40 NFkB inh: -6[25 µM]
Entry of O=C(NCC1CCCO1)c1cc(C(=O)c2ccc(Cl)cc2Cl)c[nH]1 (stereo not drawn) in CD40 NFkB inh: 0
Entry of Cc1cc(=O)n2[nH]cc(C(=O)O)c2n1 in CD40 NFkB inh: 9

(more compounds)
SMILES	CD40 NFkB inh
N#CCCNS(=O)(=O)c1ccc(C(=O)OCC(=O)Nc2ccc3c(c2)OCO3)cc1	-13
OCCC1CN(Cc2nc3ccccc3s2)CCN1CCc1ccccc1 (stereo not drawn)	13
O=C(COC(=O)c1ccc(Cl)c(S(=O)(=O)N2CCCCC2)c1)NCc1ccco1	6
Cc1ccc2nc(N3CCN(C(=O)c4ccco4)CC3)sc2c1	-69
CN(c1cccc(NC(=O)CN(c2ccc(F)cc2)S(C)(=O)=O)c1)S(C)(=O)=O	1
COc1cccc(N2CC(NC(=O)c3ccc4ccccc4c3)CC2=O)c1 (stereo not drawn)	8
Cc1ccccc1S(=O)(=O)N1CCCCN2[C@H](CO)[C@@H](c3ccc(-c4cccnc4)cc3)[C@H]2C1	41[25 µM]
Cc1cc(NC(=O)COC(=O)Cn2[nH]c(=O)c3ccccc3c2=O)c([N+](=O)[O-])cc1C	6
Cc1cc(NC(=O)CSc2nnc(C(F)(F)F)n2C)no1	13
O=C(CN1C(=O)NC2(CCOc3ccccc32)C1=O)NCCc1ccccc1 (stereo not drawn)	8
CC(NC(=O)NCC1CCCO1)(C(F)(F)F)C(F)(F)F (stereo not drawn)	3
O=C(NCc1ccc(F)cc1)[C@H]1[C@H](CO)[C@H]2Cn3c(ccc(-c4cccnc4)c3=O)[C@@H]1N2	-5[25 µM]
CO[C@H]1CN(C)C(=O)c2ccc(NC(=O)C3CC3)cc2OC[C@H](C)N(Cc2cccnc2)C[C@@H]1C	3
O=C(NCCc1ccccc1)c1n[nH]c2ccccc12	-67
COc1ccc(CCNC(=O)COC(=O)CCC(=O)c2cccs2)cc1OC	5
COc1cccc(CN(C)C(=O)c2ccc(NS(=O)(=O)c3ccc(F)cc3)cc2)c1OC	-7
O=C(NC1CCC1)[C@@H]1[C@@H](CO)[C@@H]2Cn3c(ccc(-c4cncnc4)c3=O)[C@H]1N2CCc1ccccc1	-12[25 µM]
N#C[C@H]1[C@@H](c2ccccc2-c2cccc(F)c2)[C@@H](CO)N1C(=O)C1CC1	9[25 µM]
CCOc1ccc(NC(=O)CN(C)C(=O)c2c(C)nn(-c3ccc(F)cc3)c2Cl)cc1OCC	3
CO[C@@H]1CN(C)C(=O)c2cc(NC(=O)C3CC3)ccc2OC[C@H](C)N(Cc2cc(F)ccc2F)C[C@@H]1C	13[25 µM]
COc1cccc(S(=O)(=O)N2C[C@H](O)COC[C@H]3O[C@@H](CC(=O)N4CCN(c5ccccc5)CC4)CC[C@@H]32)c1	3[25 µM]
COC(=O)C1CCN(C(=O)CN2C(=O)NC(CC(C)C)C2=O)CC1 (stereo not drawn)	-1
COc1cccc(-c2cnc3c(c2)C(=O)N([C@H](C)CO)C[C@H](C)[C@H](CN(C)C(=O)Nc2ccc(F)cc2)O3)c1	-4[25 µM]
O=C(O)CNC(=O)c1ccc(N2CCOCC2)cc1[N+](=O)[O-]	16

Two entries picked at random from the list so far, as already listed:
SMILES	CD40 NFkB inh
O=C(NC1CCC1)[C@@H]1[C@@H](CO)[C@@H]2Cn3c(ccc(-c4cncnc4)c3=O)[C@H]1N2CCc1ccccc1	-12[25 µM]
COc1cccc(-c2cnc3c(c2)C(=O)N([C@H](C)CO)C[C@H](C)[C@H](CN(C)C(=O)Nc2ccc(F)cc2)O3)c1	-4[25 µM]

(further entries)
SMILES	CD40 NFkB inh
CC(=O)Nc1cccc(C(=O)OCC(=O)NC(=O)Cc2ccccc2)c1	-32
O=S(=O)(c1ccccc1F)N1[C@@H]2CNC[C@H]1C2c1ccc(-c2ccncc2)cc1 (stereo partly drawn)	0&0
CCOc1cc(C=O)ccc1OCC(N)=O	6
Cc1ccc2[nH]c(C)c(CC(=O)O)c2c1	5
CC(C)CNS(=O)(=O)c1ccc(CCC(=O)NCc2ccncc2)cc1	10
O=C(Nc1ccccc1C(=O)N1CCOCC1)c1ccncc1	3
COc1ccc(NC(=O)COC(=O)CNS(=O)(=O)/C=C/c2ccccc2)cc1OC	-4
c1ccc(CN2C3=NCCCN3c3ccccc32)cc1	12
Cc1ccsc1C(=O)OCC(=O)N1CCN(C(=O)c2ccco2)CC1	-20
O=C1CCCC(=O)N1c1ccc(N2CCN(c3ccccc3)CC2)c([N+](=O)[O-])c1	2
CC1CC1C(=O)Nc1ccc(S(=O)(=O)N2CCCCC2)cc1 (stereo not drawn)	-6
COCCNC(=O)c1c(N)n(-c2ccccc2)c2nc3ccccc3nc12	-19
COc1ccc(CNC(=O)COC(=O)c2ccccn2)cc1	5
CO[C@H]1CN(C)C(=O)c2cc(NC(=O)C3CC3)ccc2OC[C@H](C)N(CC2CCCC2)C[C@H]1C	-4
CCNC(=O)c1cc2c(c(-c3cccc(-c4ccccc4F)c3)n1)[C@H](CCO)N(C(=O)CC1CC1)C2	35[25 µM]
CCc1ccc(OCC(=O)NC(C)(C)C)cc1	-9
COc1ccccc1CN1CC[C@@H]2[C@H]1c1cc(C3=CCCCC3)ccc1N[C@@H]2CO	-7[25 µM]

The list is partial, so the mix of outcomes need not match the whole.
